FBPA Giardia inh: blocks Giardia fructose-bisphosphate aldolase activity | A8B2U2 | 0.71% of 290,000 active | purified Giardia FBPA | Potency, µM (doses to about 59.6 µM), for the others: top-dose activity, negative = inhibition, most hits filed as inhibitors | AID 2451; note: potency is the fitted concentration of half-maximal effect; % is set by controls: 0 for no effect and ±100 for the full control effect; nearly all actives have a fitted effect of over 55% in size
Target sequence (A8B2U2 whole entry, looked up): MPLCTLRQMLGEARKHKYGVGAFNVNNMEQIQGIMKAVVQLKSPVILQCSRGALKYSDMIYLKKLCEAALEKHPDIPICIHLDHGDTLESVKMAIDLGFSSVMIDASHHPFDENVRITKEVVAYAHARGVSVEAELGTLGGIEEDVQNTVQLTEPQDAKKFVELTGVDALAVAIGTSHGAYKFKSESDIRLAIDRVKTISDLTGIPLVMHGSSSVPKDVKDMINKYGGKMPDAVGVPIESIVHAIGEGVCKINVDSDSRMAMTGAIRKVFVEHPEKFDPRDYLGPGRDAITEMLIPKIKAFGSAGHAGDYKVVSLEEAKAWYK
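40 nM FBPA preincubated 10 min at RT with compound (up to 57.5 uM final), then substrate plus GAPDH/TPI/NAD/arsenate coupling and diaphorase/resazurin added. Fluorescence read after 20 min at RT, 525/598 nm.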
Shiga toxin inh: inhibitors of Shiga toxin in Vero cells | Vero cells, Shiga toxin protein synthesis inhibition reporter | 9.2% of 290,000 active | inhibition, % at 38.7 µM; in the data active = inhibition mostly above about 28%, no sharp cut-off; inactive = mostly below about 43%; note: 0% is about no effect
HCV inhibitor: inhibitors of hepatitis C virus infection; Potency, µM (titrated, usually from 41.8 µM), for inactives: at the top dose activity change, negative = inhibition, actives largely listed as inhibitors; 3.4% of 340,000 active; Huh7.5.1 HCVcc-Cre infection, luciferase reporter, 44 h; AID 651820; note: potency is the fitted concentration of half-maximal effect; % is set by controls: 0 for no effect and ±100 for the full control effect
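Cells (1,000/well) were plated 4 h before compound, then infected with HCVcc-Cre virus (~0.5 moi). After 44 h further culture, infection was read as luciferase luminescence following a 15 min substrate incubation at room temperature.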
Pf growth 48h: P. falciparum growth inhibition at 48 hours (one generation) | P. falciparum luciferase growth in erythrocytes, 48 h | Potency, µM (series often up to 28.7 µM), for the others: at the top dose activity change, negative = inhibition, actives largely listed as inhibitors | 5.9% of 310,000 active; note: potency is the fitted concentration of half-maximal effect; % is set by controls: 0 for no effect and ±100 for the full control effect
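Compounds are pin-transferred into medium, infected erythrocytes (2% hematocrit, 0.1% parasitemia final) are added, and plates sit one parasite generation at 37 C in 5% CO2. Detection reagent is then added and luminescence measured.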
Pf growth 96h: P. falciparum growth inhibition at 96 hours; AID 504834; Potency, µM (top dose mostly 28.7 µM), without a hit: at the highest dose activity change, negative = inhibition, most hits filed as inhibitors; P. falciparum luciferase reporter growth, 96 h; 6.9% of 320,000 active; note: potency is the fitted concentration of half-maximal effect; % is set by controls: 0 for no effect and ±100 for the full control effect
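P. falciparum expressing integrated firefly luciferase, in erythrocytes at 2% hematocrit, 0.05% parasitemia, incubated with compounds 96 h at 37 C, 5% CO2. Growth inhibition read as loss of luminescence; two-generation exposure targets delayed-death apicoplast inhibitors.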
Cycloheximide cs: counter-screen hit for Shiga toxin inhibitors, cycloheximide; AID 2314; cell reporter, cycloheximide protein synthesis inhibition counterscreen; 12% of 300,000 active; max response, %; in the data active = max response mostly above about 13%, no sharp cut-off; inactive = mostly below about 14%; note: read at 38.3 µM for the half of the compounds with a filed dose; 0% is about no effect
* marks the source's active call; other numbers are inactive results; ? = inconclusive; . = no result given; & = joins results of further samples; [ ] = remark or other dose. Unless noted, calls come from the whole dose curve; as a rule, active = well fitted curve in the direction sought with a large enough effect; inconclusive = small, poorly fitted or top-dose-only effect, or another doubt; inactive = no such curve, though single readings can be large; an effect the other way counts as inactive or inconclusive. Rows were taken by chance; 24% or so of the library scored in one or more.

Below each SMILES: FBPA Giardia inh	Shiga toxin inh	HCV inhibitor	Pf growth 48h	Pf growth 96h	Cycloheximide cs
- Oc1ccc(/C=N/N(c2ccccc2)c2ccccc2)c(O)c1O
 : .	14.6	.	?	22.8%	-2.6
- CCOc1ccc(NC(=O)Nc2ccc3c(c2)nc(C)n3C)cc1
 : 2.8%	19.9	-22.5%	?	-12.5%	2.5
- CCOc1ccc(C(C)(C)C)cc1S(=O)(=O)N1CC(C)OC(C)C1 (stereo unspecified)
 : -0.6%	16.9	-13.6%	11.7µM*	.	-3.1
- CC(=O)NCCOc1ccc2oc3ccccc3c2c1
 : -9.5%	71.3*	?	78.4%[activator]	.	31.3*
- O=C(CSc1nnnn1-c1ccc2c(c1)CCC2)NCc1cccs1
 : 0.7%	13.1	-25.2%	7.8%	?	14.3
- NC(=O)CSc1ccc(F)cc1
 : 6.0%	-7.8	23.5%	126.4%[activator]	39.5%[activator]	-4.9
- CC(C)Oc1ccc(C(=O)Nc2ccc(S(=O)(=O)N3CCN(C)CC3)cc2)cc1
 : 5.3%	1.2	-15.7%	?	?	-2.2
- Cc1cc(Cl)ccc1OCC(O)CNCCc1ccc(S(N)(=O)=O)cc1 (stereo unspecified)
 : 3.8%	-2.9	?	?	?	-6.4
- Cc1ccc2c(c1)N(CC(=O)N1CCCCC1)C(=O)CO2
 : .	-2.1	5.7%	18.1%	?	-3.2
- O=C(CN1C(=O)c2ccccc2C1=O)N1CCN(C2c3ccccc3-c3ccccc32)CC1
 : 12.2%	-4.0	?	2.8%	?	-1.5
- CC(C)OCCCNC(=O)c1cc(-c2cccnc2)nc2ccccc12
 : 0.6%	8.3	-17.4%	-1.7%	-4.2%	-5.9
- COc1ccc(OCCCC(=O)Nc2ccc(N3CCCCC3)cc2)cc1
 : ?	-3.9	-3.2%	-11.0%	-11.0%	0.7
- Cc1cc(C)c(C)c(S(=O)(=O)NC(C)C(=O)O)c1C (stereo unspecified)
 : 15.1%	-8.7	17.2%	19.8%	19.3%	-1.9
- Cc1ccc(Nc2nc(-c3sc(NC(=O)c4ccccc4)nc3C)cs2)cc1
 : -1.0%	16.8	-15.4%	?	13.1µM*	8.3
- O=S(=O)(Nc1nc2ccccc2nc1Cl)c1ccc(F)cc1
 : 4.5%	2.1	6.3%	3.4%	?	-2.2
- Clc1ccc(OCCN2CCOCC2)cc1Cl
 : -18.7%	70.2*	-3.2%	.	26.5%	16.8
- COc1ccccc1C(=O)N1CCCC1(C#N)c1ccccc1 (stereo unspecified)
 : -8.6%	-8.9	7.2%	1.5%	-0.4%	-1.0
- O=C(NCc1ccc2c(c1)OCO2)C1Cc2ccccc2CN1C(=O)c1ccco1 (stereo unspecified)
 : 1.3%	-4.5	-2.2%	6.7%	0.0%	-7.9
- CC(C)(C)n1cnc2cc(NC(=O)c3ccc(Cl)cc3)ccc21
 : 24.8%	91.6*	?	80.2%[activator]	54.8%[activator]	32.6*
- O=C(NCCc1ccc(Cl)cc1)C1CCCN(S(=O)(=O)c2cnc[nH]2)C1 (stereo unspecified)
 : 12.3%	-7.2	7.0%	.	?	-3.5
- COc1ccccc1-c1cn(-c2ccccc2)c(=S)[nH]1
 : 5.9%	2.0	-15.6%	.	?	6.7
- O=C(CN1C(=O)C2CC=CCC2C1=O)Nc1ccc(-c2nnc3n2CCCCC3)cc1 (stereo unspecified)
 : 1.2%	-13.8	10.5%	-0.5%	-6.6%	-2.7
- CCOC(=O)CCC(=O)NNC(=O)COc1ccc(C(C)C)cc1Br
 : 4.1%	-2.5	11.1%	13.4%	-37.5%[5.75 µM]	1.1
- CCOC(=O)C1=C(COC(=O)C(CC)Oc2ccccc2)NC(=O)NC1C (stereo unspecified)
 : .	.	18.2%	9.1%	49.7%[activator]	.
- CN1CCc2c(sc3c2c(=O)n(-c2ccccc2)c2nnc(SCc4ccccc4)n32)C1
 : -7.5%	15.5	?	6.57µM*	.	12.4
- O=S(=O)(NCC(Nc1ccc(Cl)cc1)c1ccccc1)c1ccc(Cl)cc1 (stereo unspecified)
 : -6.9%	-4.3	?	?	?	-5.9
- COCC(C)NC(=O)NC1(C(F)(F)F)Oc2ccc(Cl)cc2O1 (stereo unspecified)
 : -3.7%	16.9	?	?	136.1%[activator]	-1.4
- c1ccc(-c2csc(Cc3nnc4n3CCCCC4)n2)cc1
 : 4.7%	7.4	15.2%	21.3%	14.9%	1.2
- Cc1cc(C(=O)Nc2nnc(-c3ccccc3)s2)no1
 : 0.7%	15.4	0.6%	?	0.4%	10.7
- O=C(Nc1ccc(F)cc1)C(=O)c1cn(CC(=O)N2CCOCC2)c2ccccc12
 : .	15.3	2.9%	30.2%[activator]	?	-0.9
- CSc1ccc(/C=C(/NC(=O)c2ccccc2)C(=O)N2CCN(C)CC2)cc1
 : 3.6%	-17.9	1.5%	?	219.5%[activator]	-8.3
- COc1cc(CC(=O)Nc2cccc(SC)c2)cc(OC)c1OC
 : -0.7%	22.8	14.1µM*	-23.6%	?	1.5
- Cc1cccc(Oc2nc3ccccn3c(=O)c2/C=C(\C#N)C(=O)NC2CCS(=O)(=O)C2)c1C (stereo unspecified)
 : -5.3%	-6.8	-3.9%	?	?	-8.0
- COc1ccc(/C=N/n2cncn2)cc1Cn1nc(C)c([N+](=O)[O-])c1C
 : 2.2%	9.9	-20.0%	-7.7%	12.5%	0.6
- CCN(Cc1ccccc1)S(=O)(=O)c1cc(C(=O)NCCCN(C)C)ccc1OC
 : 2.5%	-6.4	-4.0%	-19.8%	2.3%	-1.6
- Cc1c(Cc2ccccc2)c(=O)n2c([nH]c3ccccc32)c1C#N
 : ?	-8.3	?	?	?	0.3
- O=C(CS(=O)CC(=O)Nc1ccc(Cl)cc1)NCC1OCCc2ccccc21 (stereo unspecified)
 : 18.8%	20.7	5.3%&-6.1%	6.6%	?	6.0
- CCN(CC(=O)Nc1ccc2c(c1)OCCO2)C(=O)c1cccc(S(=O)(=O)N2CCOCC2)c1
 : -0.2%	11.1	6.7%	10.4%	?	-4.4
- COc1ccc(C(=O)COC(=O)CCCC(=O)NC2CCCCC2)cc1
 : 6.7%	-2.4	23.2%	2.2%	?	-2.4
- Cc1cc(C(=O)NCCCn2ccnc2)cs1
 : -2.4%	1.4	21.3%	-4.0%	.	-0.5

Gathered by group, the entries above containing two or more sulfur atoms (3)
Below each SMILES: FBPA Giardia inh	Shiga toxin inh	HCV inhibitor	Pf growth 48h	Pf growth 96h	Cycloheximide cs
- O=C(CSc1nnnn1-c1ccc2c(c1)CCC2)NCc1cccs1
 : 0.7%	13.1	-25.2%	7.8%	?	14.3
- Cc1ccc(Nc2nc(-c3sc(NC(=O)c4ccccc4)nc3C)cs2)cc1
 : -1.0%	16.8	-15.4%	?	13.1µM*	8.3
- CN1CCc2c(sc3c2c(=O)n(-c2ccccc2)c2nnc(SCc4ccccc4)n32)C1
 : -7.5%	15.5	?	6.57µM*	.	12.4

Next structures.
Below each SMILES: FBPA Giardia inh	Shiga toxin inh	HCV inhibitor	Pf growth 48h	Pf growth 96h	Cycloheximide cs
- Cc1ccc(-c2nc(C)sc2CC(=O)Nc2nnc(C)s2)cc1
 : -0.1%	-19.9	13.8%	?	?	-0.8
- CCOC(=O)c1c(C)oc(C)c(C(=O)OCC)c1=O
 : 2.9%	-1.8	-3.2%	9.2%	0.0%	-1.6
- COc1cc(NC(=O)c2ccc(CNc3c(N4CCCC4)c(=O)c3=O)cc2)cc(OC)c1OC
 : 0.2%	3.1	20.9%	3.9%	?	-2.2
- O=C(Nc1ccc(Cl)cc1)Nc1cc(S(=O)(=O)N2CCOCC2)ccc1N1CCCC1
 : -2.3%	16.6	-9.6%	-5.9%	?	-0.7
- COC(=O)CNC(=O)C1CCN(S(=O)(=O)c2cccc3nsnc23)CC1
 : .	2.7	?	16.6%	13.1µM*	2.1
- Cc1ccn2c(C(=O)CSc3ccc(Cl)cc3Cl)c(C)nc2c1
 : 8.0%	7.5	-12.7%	?	?	6.4
- O=C(NCCc1ccc(F)cc1)c1cc(-c2ccncc2)nc2ccccc12
 : -0.9%	-4.2	.	?	?	-2.4
- COc1cc(C(=O)O/N=C2/C=C(C)C(=O)C=C2C)cc(OC)c1OC
 : 6.29µM*	-5.9	2.1%	1.5%	9.3%	-1.4
- O=C(CSc1nnc2ccccn12)NCc1ccco1
 : -3.1%	0.4	11.9%	12.9%	77.9%[activator]	12.0
- Cc1cc(/C=N/NC(=O)C(O)(c2ccccc2)c2ccccc2)c(C)n1-c1ccc(C(=O)O)cc1
 : -22.0%	-3.5	-0.7%	-18.2%	-24.5%	-7.2
- Cc1cccn2c(=O)c(C=O)c(Cl)nc12
 : -29.2%	-3.8	?	-9.9%	16.7%	8.9
- COc1cccc(N2CCN(c3ccc([N+](=O)[O-])cn3)CC2)c1
 : 6.0%	-12.5	-24.1%	1.9%	39.4%[activator]	-4.2
- COc1ccc(-n2ccnc2CN2CCCC(CO)(Cc3cccc(OC)c3)C2)cc1 (stereo unspecified)
 : 8.1%	10.8	-11.2%	?	?	-4.1
- COc1cccc(-n2c(SCC(=O)N3CCCCC3)nc3c([nH]c4ccccc43)c2=O)c1
 : 5.3%	27.7	4.4%	9.8%	-1.1%	-2.1
- c1ccc(CN2c3ccccc3-c3nc4ccccc4n3C2c2ccccn2)cc1 (stereo unspecified)
 : .	14.9	1.1%	7.38µM*	4.15µM*	-2.9
- COc1ccc(C(=O)N2CCN(C)C(C)C2)cc1OC1CCN(C(C)=O)CC1 (stereo unspecified)
 : .	-16.0	3.7%	6.9%	0.0%	6.9
- Cc1ccccc1C(=O)c1cn[nH]c1-c1ccccc1O
 : 3.8%	6.7	17.4%	17.7%	?	11.8
- CCNC(=O)N1CCOCC1
 : 6.7%	-18.5	7.1%	6.4%	.	1.8
- COc1cccc(-c2nc(CS(=O)(=O)CC(=O)N3CCOCC3)c(C)o2)c1
 : 7.4%	5.0	13.9%	15.1%	80.5%[activator]	1.9
- CCCN(CC(=O)Nc1ccccc1C)C(=O)c1ccc(N2CCCC2)c([N+](=O)[O-])c1
 : .	.	-6.0%	-19.9%	?	.
- Cc1ccc(C)c(NS(=O)(=O)c2ccc3oc(=O)ccc3c2)c1
 : -6.5%	-10.4	8.4%	-15.0%	93.1%[activator]	-2.8
- O=C(/C=C/Nc1ccc(Br)cc1F)c1ccco1
 : -5.2%	29.3	-5.9%	311.7%[activator]	49.4%[activator]	11.9
- Clc1ccc(N=c2ssnc2Cl)cc1
 : ?	39.7*	10.6%	-5.6%	?	11.5
- Cc1nc(CSc2ccccc2)cc(=O)[nH]1
 : 3.3%	22.0	-8.3%	224.4%[activator]	-18.5%	5.5
- COc1cc(SC)ccc1C(=O)N1CCN(S(=O)(=O)/C=C/c2ccccc2)CC1
 : .	.	12.2%	?	?	.
- O=C(Nc1ccc(-c2nc3ccccc3o2)cc1)c1ccc(N2CCOCC2)c([N+](=O)[O-])c1
 : -0.7%	24.2	?	-3.5%	?	8.5*
- O=C(Nc1ccc(Cl)cc1)Nc1ccccc1CC[N+](=O)[O-]
 : -5.4%	40.7*	?	11.7µM*	?	24.3
- Cc1cc2nc(C3CCN(Cc4nnnn4Cc4cccs4)CC3)[nH]c2cc1C
 : 5.0%	20.7	11.2µM*	?	-2.4%	3.9
- Cc1cc(C)c(/C=N/NC(=O)c2nnn(-c3nonc3N)c2CN2CCC(C)CC2)c(C)c1
 : 1.1%	-10.9	?	?	-54.3%	-2.1
- CC1CC(C)CN(C(=O)c2ccncc2)C1 (stereo unspecified)
 : -2.2%	25.1	-1.0%	.	3.5%	0.2
- Cc1cc(C)cc(-n2ncc3c2CCCC3NC(=O)CCN2Cc3ccccc3C2=O)c1 (stereo unspecified)
 : .	-8.3	?	-17.7%	-28.5%	-0.4

Screening results deposited in PubChem BioAssay by National Center for Advancing Translational Sciences (NCATS).
